Gli-Sufu antag – Gli-Sufu pathway antagonists, primary screen, luciferase luminescence, Sufu-KO-LIGHT cells, uHTS; hit rate 0.74% among 340,000; inhibition, % at 5 µM; Sufu-KO-LIGHT fibroblasts, Gli luciferase reporter luminescence;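 active means inhibition above about 55%, limit read from the data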;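 further: 0% = DMSO-treated cells and 100% = wells with medium but no cells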
Apaf1 inhib – inhibitors of human Apaf-1 apoptosome, primary screen, biochemical, DEVD-Rh110 fluorescence, uHTS | reconstituted apoptosome caspase-3 activity | inhibition, % at 20 µM | hit rate 0.71% among 330,000 | AID 489030, 2010 | Apoptotic protease-activating factor 1 (Homo sapiens), O14727; active means inhibition of at least 40% at 20 µM;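 further: plate controls were DMSO wells for no effect and DEVD-CHO caspase inhibitor wells for full effect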
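Assay system – apoptosome proteins · Medium – Hepes buffer, pH 7.5 · Also added – cytochrome c with DEVD-Rh110 · Timing – 30 min compound preincubation, 50 min activation, room temperature · Detection – Rh110 fluorescence, excitation 480 nm, emission 540 nm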
SENP7 block – SENP7 protease inhibitors, primary screen, biochemical, luminescence, uHTS. Sentrin-specific protease 7 (Homo sapiens), Q9BQF6. recombinant SENP7, Z-RLRGG-aminoluciferin luminescence, 40 min. inhibition, % at 5 µM. hit rate 1.5% among 330,000. AID 434973, 2010;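 active means inhibition above about 50% at the single test dose, limit read from the data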;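 further: plate controls were DMSO with enzyme for no effect and no enzyme buffer wells for full effect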
Target sequence (Q9BQF6 706-1050 limits assumed): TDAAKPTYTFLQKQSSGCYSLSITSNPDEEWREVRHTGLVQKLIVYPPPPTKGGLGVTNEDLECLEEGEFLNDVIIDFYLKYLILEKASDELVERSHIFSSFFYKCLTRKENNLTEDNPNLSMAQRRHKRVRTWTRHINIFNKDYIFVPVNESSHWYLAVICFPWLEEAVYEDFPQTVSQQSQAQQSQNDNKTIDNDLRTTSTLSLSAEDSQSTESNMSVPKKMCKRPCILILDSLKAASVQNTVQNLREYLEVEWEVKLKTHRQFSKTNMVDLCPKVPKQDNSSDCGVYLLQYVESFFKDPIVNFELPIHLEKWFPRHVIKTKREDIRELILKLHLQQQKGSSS
UBC13 inh – UBC13 polyubiquitin chain formation inhibitors, primary screen, biochemical, TR-FRET, uHTS. AID 485273, 2010. inhibition, % at 20 µM. Ubiquitin-conjugating enzyme E2 N (Homo sapiens), P61088. hit rate 0.47% among 330,000; in the data active means inhibition above about 45%, passing the limit was not always enough
Target sequence (P61088 whole entry, looked up): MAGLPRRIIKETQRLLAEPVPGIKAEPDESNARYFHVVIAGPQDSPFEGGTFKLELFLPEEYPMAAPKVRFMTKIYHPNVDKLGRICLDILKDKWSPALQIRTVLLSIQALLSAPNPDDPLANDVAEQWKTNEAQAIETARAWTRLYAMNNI
HKDC1 inh – HKDC1 hexokinase inhibitors, primary screen, biochemical, fluorescence, uHTS; Q2TB90; recombinant HKDC1, G6PDH/diaphorase resazurin coupled fluorescence; inhibition, % at 20 µM; hit rate 0.16% among 340,000;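 active means inhibition above about 35% when tested at 20 µM, limit read from the data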;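 further: plate controls were DMSO wells with enzyme for no effect and DMSO wells lacking enzyme for full effect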
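System: Recombinant HKDC1 hexokinase | Amount: HKDC1 at 5 µg/mL | Reagent: Glucose with 1 mM ATP | Doses: Single 20 µM dose | Incubation: Reaction time 90 min, room temperature, protected from light | Signal: Coupled resazurin fluorescence, excitation 525 nm, emission 613 nm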
SENP8 inh – SENP8 protease inhibitors, primary screen, biochemical, luminescence; Sentrin-specific protease 8 (Homo sapiens), Q96LD8; purified SENP8, Z-RLRGG-aminoluciferin cleavage; inhibition, % at 10 µM; hit rate 1.2% among 330,000; AID 2540, 2010
Target sequence (Q96LD8 whole entry, looked up): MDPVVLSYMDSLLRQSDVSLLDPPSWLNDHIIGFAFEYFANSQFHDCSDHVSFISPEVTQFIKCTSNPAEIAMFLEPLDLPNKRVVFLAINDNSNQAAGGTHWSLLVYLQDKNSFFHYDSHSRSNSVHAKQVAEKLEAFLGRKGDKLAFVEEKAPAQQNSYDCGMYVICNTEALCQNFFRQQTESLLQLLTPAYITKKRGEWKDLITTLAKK
697 NFkB inh – inhibitors of PMA/ionomycin-induced NF-kB reporter, 697 cells, primary screen, B-cell NF-kB inhibitor project, cell-based, luminescence, uHTS; 697 B-cell NF-kB luciferase reporter, 16 h; hit rate 0.33% among 330,000; inhibition, % at 4 µM; in the data active means inhibition above about 35%
Jurkat NFkB inh – inhibitors of induced NF-kB luciferase reporter, primary screen, TCR NF-kB activation inhibitor project, cell-based, luminescence, uHTS; Jurkat, PMA/ionomycin-induced NF-kB luciferase reporter; inhibition, % at 4 µM; hit rate 0.53% among 330,000
* = called active by the depositor. Unless noted, no stated cut-off is given here; in the data, active means inhibition above about 50%; inactive means the rest. The order is random (roughly 3.6% active in at least one column).

SMILES	Gli-Sufu antag	Apaf1 inhib	SENP7 block	UBC13 inh	HKDC1 inh	SENP8 inh	697 NFkB inh	Jurkat NFkB inh
CCC(C)(C)NC(=O)CN(C(=O)CCC(=O)Nc1nccs1)c1cccc(C)c1	4	8	4	2	-4	0	10	1
CC(Oc1ccc(Cl)cc1)c1ccc(C#N)c(=O)[nH]1 (configuration not stated)	-3	-11	8	-3	-12	7	-14	3
Cc1cc(NS(=O)(=O)c2ccc(NC(=O)Nc3ccc4c(c3)OCO4)cc2)no1	-16	-9	47	9	-3	34	15	-25
Cc1ccccc1C(=O)c1cccn1CC(=O)NCCN1CCN(c2cccc(C)c2C)CC1	-34	38	9	17	-1	-6	-8	10
Cn1c(CCN2CCN(c3ccccc3)CC2)nc2cc(NC(=O)c3ccco3)ccc21	31	2	25	-4	6	-3	-31	-23
Cc1cnc(NC(=O)CSc2nnc(-c3ccc(Cl)cc3Cl)n2N)s1	0	11	0	0	-2	-1	28	5
COc1ccccc1C(=O)NCCN=C1NS(=O)(=O)c2ccccc21	23	-6	-2	11	-6	3	1	10
CC(NC(=O)COC(=O)CCC(=O)c1ccc(F)cc1)c1ccccc1 (configuration not stated)	-18	-1	6	4	-4	4	-5	6
CCOC(=O)c1cc(NC(=O)N2CCOCC2)c(C)nc1C	1	-10	4	2	3	-5	10	7
CC(C)NC(=O)c1ccc(-n2nc(C(F)(F)F)c3c2CCCC3)cc1	21	7	-4	-9	-2	0	-9	-8
Cc1ccc(S(=O)(=O)NCC(=O)N/N=C/c2ccc(Cl)cc2)cc1	-5	15	5	6	2	-7	17	-2
O=C(NC(=S)N1CCCC1)c1ccccc1F	2	-1	3	7	-3	-6	10	2
Cc1nc(-c2cccnc2)sc1C(=O)Nc1ccc(Cl)cc1	-15	15	-4	-10	-1	-9	3	-12
COc1ccc(S(=O)(=O)Nc2cc([N+](=O)[O-])ccc2OC)cc1	5	-7	-5	-12	1	-10	-37	1
CC(/C=C1\SC(=S)N(CCC(=O)Nc2nc(C)cs2)C1=O)=C\c1ccccc1	10	-11	5	-5	-1	7	10	7
CC1CCCCN1CCNC(=O)c1cc2c(=O)n(C)c3ccccc3c2n1C (configuration not stated)	-3	15	2	46*	5	-1	14	-36
Cc1cc(C(=O)NN)c(C)o1	1	-11	6	-6	-2	2	6	2
CCOC(=O)C1C(=O)CC(C)(O)C(C(=O)OCC)C1c1ccc(N(CC)CC)cc1 (configuration not stated)	3	-2	-1	-1	-3	-11	-12	-15
Cc1cc(=O)oc2cc(OCC(=O)OC(C)C(=O)NC3CCCC3)ccc12 (configuration not stated)	-7	5	-1	-10	3	-1	14	-3
COc1cc(C2CC(=O)N(CC(=O)NCc3ccco3)c3ccccc3S2)cc(OC)c1OC (configuration not stated)	-2	8	1	11	-7	-3	23	4
CCc1nccn1S(=O)(=O)c1cc(OC)c(Cl)cc1OC	-2	-1	0	10	-6	-3	-5	1
CCCCN(Cc1nc2ccccc2c(=O)[nH]1)C(=O)c1nn(C)c(=O)c2ccccc12	9	4	0	8	-3	-4	12	9
CCC1Oc2ccccc2N(CC(=O)NCCCN2CCN(c3ccc(OC)cc3)CC2)C1=O (configuration not stated)	12	-10	0	6	-5	4	-10	10
CC(C)(C)NC(=O)C(c1ccc(F)cc1)N(Cc1ccco1)C(=O)c1csnn1 (configuration not stated)	4	-1	1	3	-5	0	-13	9
CCCCOc1ccc(/C=N/NC(=O)c2nnn(-c3nonc3N)c2CN2CCCCCC2)cc1	13	13	7	-6	5	4	9	6
CCC(=O)Nc1ccc(NC(=O)CSc2nnc(-c3ccco3)n2CC)cc1	-19	-1	-6	-2	-4	-7	19	-8
CCOc1ccccc1-n1c(SCC(=O)NC2CCCC2)nnc1-c1ccoc1C	3	14	-4	-8	5	-7	-19	3
Cc1ccc(C2=NS(=O)(=O)N(C)C(C(=O)N(C)C3CCCCC3)=C2)cc1	-1	17	2	-1	4	-10	1	-9
CC(C)(OC(=O)c1ccc(F)cc1)c1cc2ccccc2c(=O)o1	24	12	3	6	5	0	13	9
CCOC(=O)C1CCCN(C(=O)c2cc(Nc3ccc(OC)cc3)nc3ccccc23)C1 (configuration not stated)	12	19	6	5	-1	-3	16	4
CCCCCC(=O)Nc1cc(N(C)C)nc2ccccc12	2	-5	-4	-3	-4	-5	5	-10
COCCn1c(SCC(=O)NCC2CCCO2)nc2c([nH]c3ccccc32)c1=O (configuration not stated)	-4	7	-5	-2	-7	0	14	-9
Cc1cc(C)cc(N(CCC(=O)O)S(=O)(=O)c2ccc3ccccc3c2)c1	-7	7	-6	2	-2	3	16	-3
CC(C)CC(=O)NN(C)c1nc(-c2ccccc2)nnc1C(F)(F)F	-3	-7	3	4	3	-4	-8	-6
CCOc1ccccc1NC(=O)Cn1nnc(C(=O)Nc2ccccc2Cl)c1N	29	21	-10	11	-1	-7	-19	1
CCCCN(CC)CCCNC(=O)c1cc2c(=O)n(CC)c3ccccc3c2s1	39	5	2	50*	10	3	22	-10
CCNc1nc(OC)nc(SCC(=O)Nc2ccccc2)n1	7	-20	-4	7	-5	4	-16	23
C=CCn1c(CSc2nc3ccccc3s2)nnc1SCC(=O)NCCN1CCOCC1	2	-3	-5	9	-8	-2	5	16
Cc1ccc(C(C)NC(=O)COC(=O)C2=COCCO2)cc1C (configuration not stated)	12	-10	-2	2	-1	1	15	5
O=C(N/N=C\c1ccc(OC(=O)c2ccco2)cc1)c1ccc(Cl)cc1	-7	1	-8	-12	0	-7	-2	4

Of the compounds above, 3 have two or more sulfur atoms:
SMILES	Gli-Sufu antag	Apaf1 inhib	SENP7 block	UBC13 inh	HKDC1 inh	SENP8 inh	697 NFkB inh	Jurkat NFkB inh
Cc1cnc(NC(=O)CSc2nnc(-c3ccc(Cl)cc3Cl)n2N)s1	0	11	0	0	-2	-1	28	5
CC(/C=C1\SC(=S)N(CCC(=O)Nc2nc(C)cs2)C1=O)=C\c1ccccc1	10	-11	5	-5	-1	7	10	7
C=CCn1c(CSc2nc3ccccc3s2)nnc1SCC(=O)NCCN1CCOCC1	2	-3	-5	9	-8	-2	5	16

Next compounds follow:
SMILES	Gli-Sufu antag	Apaf1 inhib	SENP7 block	UBC13 inh	HKDC1 inh	SENP8 inh	697 NFkB inh	Jurkat NFkB inh
CCN(Cc1ccccc1)C(=O)CN1C(=O)COc2ccc(S(=O)(=O)N3CCCCCC3)cc21	2	7	6	-12	-2	8	-38	-8
CCc1nc2c(cnn2-c2ccc(Cl)cc2)c(=O)n1-c1ccc(OC)cc1	15	33	3	6	-2	-7	-4	6
COc1ccc(/C=C(\CC(=O)O)c2nc3ccccc3o2)cc1	-32	5	0	-16	2	-4	-39	-68
O=C(CN(c1ccccc1F)S(=O)(=O)c1ccccc1)Nc1ccccc1C(=O)N1CCOCC1	7	5	-8	0	13	-6	7	-12
CN1CCC(=C2c3ccccc3C=Cc3ccccc32)CC1	32	15	-6	17	-4	-9	-7	-4
Cc1ccc(NC(=S)N2CCC(NC(=O)c3ccc(F)cc3)CC2)cc1	-1	2	-2	0	-1	-11	13	6
N#CC1(NC(=O)COc2cc(F)ccc2[N+](=O)[O-])CCCCC1	2	15	-14	-4	0	-10	13	-6
CCCCCSc1nc2c(c(=O)[nH]c(=O)n2C)n1CC	-5	1	-2	8	-3	3	0	10
N=C1S/C(=C\c2cccc3ccccc23)C(=O)N1c1ccc(F)cc1	-1	8	3	-24	9	-10	-9	24
CSc1ccc(CCNC(=O)C2CCN(c3nnc(-n4cccc4)s3)CC2)cc1	3	1	4	-12	-2	0	10	9
CCCCn1nnnc1SCC(=O)Nc1cccc(C)c1	-20	0	-3	-6	-4	0	20	6
Cc1[nH]nc2c1C(=O)CC(C)(C)C2	10	-10	6	-3	-6	-6	2	-7
COc1ccc(N2CCN(C(=O)CCNS(=O)(=O)c3ccc(Br)s3)CC2)cc1	9	4	-18	7	-4	-5	5	-3
O=S(=O)(c1cc(F)ccc1F)N1CCC2(CC1)OCCO2	-5	5	4	-3	7	-1	-33	-7
COC(CNC(=O)c1ccc2nc3ccccc3c(=O)n2c1)OC	20	2	2	24	-1	-1	-1	-11
CC(NC(=O)COc1ccc(Br)cc1)C1CCCO1 (configuration not stated)	-12	4	-3	4	2	3	9	4
O=C(NNc1ccc(Cl)cc1)C1CCC1	0	-6	-8	-1	0	0	1	16
CCOC(=O)C1=C(COc2ccccc2)NC(=O)NC1c1ccc2ccccc2c1 (configuration not stated)	2	24	-6	10	-3	6	17	22
COc1cc(C2C=C(Nc3ccccc3)C(=O)N2c2ccccc2)ccc1O (configuration not stated)	-1	11	9	1	0	6	-10	-30
COc1ccc(Cl)cc1N1C(=NC(=O)C2CCCO2)SC2CS(=O)(=O)CC21 (configuration not stated)	-10	-14	-2	4	-1	7	12	3
O=S(=O)(NC1=NCCCCC1)c1ccc(Cl)cc1Cl	7	13	3	-1	-7	-6	13	-12

Structural class, the entries above containing a Cl atom (11)
SMILES	Gli-Sufu antag	Apaf1 inhib	SENP7 block	UBC13 inh	HKDC1 inh	SENP8 inh	697 NFkB inh	Jurkat NFkB inh
CC(Oc1ccc(Cl)cc1)c1ccc(C#N)c(=O)[nH]1 (configuration not stated)	-3	-11	8	-3	-12	7	-14	3
Cc1cnc(NC(=O)CSc2nnc(-c3ccc(Cl)cc3Cl)n2N)s1	0	11	0	0	-2	-1	28	5
Cc1ccc(S(=O)(=O)NCC(=O)N/N=C/c2ccc(Cl)cc2)cc1	-5	15	5	6	2	-7	17	-2
Cc1nc(-c2cccnc2)sc1C(=O)Nc1ccc(Cl)cc1	-15	15	-4	-10	-1	-9	3	-12
CCc1nccn1S(=O)(=O)c1cc(OC)c(Cl)cc1OC	-2	-1	0	10	-6	-3	-5	1
CCOc1ccccc1NC(=O)Cn1nnc(C(=O)Nc2ccccc2Cl)c1N	29	21	-10	11	-1	-7	-19	1
O=C(N/N=C\c1ccc(OC(=O)c2ccco2)cc1)c1ccc(Cl)cc1	-7	1	-8	-12	0	-7	-2	4
CCc1nc2c(cnn2-c2ccc(Cl)cc2)c(=O)n1-c1ccc(OC)cc1	15	33	3	6	-2	-7	-4	6
O=C(NNc1ccc(Cl)cc1)C1CCC1	0	-6	-8	-1	0	0	1	16
COc1ccc(Cl)cc1N1C(=NC(=O)C2CCCO2)SC2CS(=O)(=O)CC21 (configuration not stated)	-10	-14	-2	4	-1	7	12	3
O=S(=O)(NC1=NCCCCC1)c1ccc(Cl)cc1Cl	7	13	3	-1	-7	-6	13	-12
